Assay outcomes (PubChem BioAssay)
MCL1-BIM inh: inhibitors of human MCL1 binding to BIM-BH3 peptide; Q07820; GST-MCL1 / FITC-Bim-BH3 fluorescence polarization; inhibition, % at 10.9 µM; 0.68% of 320,000 active; AID 2057;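 active means inhibition above the mean inhibition of all tested compounds plus 3 SD, set per campaign, cut at about 40% in these data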;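 further: 0% = DMSO wells and 100% = unlabeled Bim-BH3 peptide control; higher means more loss of mP so more displacement of Bim peptide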
Target sequence (Q07820 whole entry, looked up): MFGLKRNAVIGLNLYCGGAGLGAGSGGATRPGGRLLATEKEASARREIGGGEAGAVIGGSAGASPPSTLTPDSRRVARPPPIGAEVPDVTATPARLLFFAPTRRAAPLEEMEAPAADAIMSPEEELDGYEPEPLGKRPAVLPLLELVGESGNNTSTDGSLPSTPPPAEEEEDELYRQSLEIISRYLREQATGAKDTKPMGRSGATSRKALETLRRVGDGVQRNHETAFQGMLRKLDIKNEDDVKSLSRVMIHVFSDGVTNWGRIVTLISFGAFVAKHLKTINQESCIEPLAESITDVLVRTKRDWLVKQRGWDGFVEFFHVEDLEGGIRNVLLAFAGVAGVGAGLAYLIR
CIT2-GFP yeast: modulators of TOR pathway CIT2-GFP in S. cerevisiae | S. cerevisiae CIT2-GFP strain, flow cytometry, 3 h; 100 means same as DMSO wells | GFP response vs DMSO, % at 10 µM | 0.065% of 320,000 active;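 active means GFP response relative to DMSO above a set limit, near the screen mean plus 3 SD, cut at about 150% in these data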;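 further: ratio of well median GFP fluorescence to mean of DMSO wells on the plate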
GLD-1 TGE inh: GLD-1-TGE RNA interaction inhibition (C. elegans); Q17339; purified GLD-1 + fluorescein TGE RNA, fluorescence polarization; inhibition, % at 5.96 µM; 0.44% of 320,000 active;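 active means percent inhibition above a per-plate cutoff, the plate mean of test compounds plus 3 SD, cut at about 30% in these data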;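 further: 0% = DMSO wells with GLD-1 and probe and 100% = wells lacking GLD-1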
AGP1 TOR yeast: yeast TOR pathway AGP1-GFP modulation; GFP response vs DMSO, % at 10 µM; AID 2066; 0.02% of 320,000 active; S. cerevisiae AGP1-GFP multiplex flow cytometry, 3 h; GFP as percent of DMSO wells;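 active means GFP response relative to DMSO above a set limit, near screen average plus 3 SD, cut at about 150% in these data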;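 further: median GFP channel fluorescence of the gated AGP1 strain per well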
VLA-4 inh: inhibition in a human VLA-4 binding assay. AID 2557. VLA-4 expressing cells, ligand binding flow cytometry. inhibition, % (about 7 µM as worked out from the volumes in the protocol). P13612. 0.2% of 330,000 active; in the data active means inhibition above about 50%
MEX-5 binding: C. elegans MEX-5 TCR-2 RNA binding activity; activity score (negative = inhibition of binding), % at 10 µM; MEX-5/FITC-TCR2 RNA binding, fluorescence polarization; active compounds read low; Q9XUB2; 0.38% of 300,000 active;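 active means inhibition past about -25% in most replicates, and total fluorescence under double the plate's negative control median, limit read from the data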;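 further: 0% = DMSO and -100% = 5 µM competing unlabeled TCR2 RNA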
Target sequence (Q9XUB2 whole entry, looked up): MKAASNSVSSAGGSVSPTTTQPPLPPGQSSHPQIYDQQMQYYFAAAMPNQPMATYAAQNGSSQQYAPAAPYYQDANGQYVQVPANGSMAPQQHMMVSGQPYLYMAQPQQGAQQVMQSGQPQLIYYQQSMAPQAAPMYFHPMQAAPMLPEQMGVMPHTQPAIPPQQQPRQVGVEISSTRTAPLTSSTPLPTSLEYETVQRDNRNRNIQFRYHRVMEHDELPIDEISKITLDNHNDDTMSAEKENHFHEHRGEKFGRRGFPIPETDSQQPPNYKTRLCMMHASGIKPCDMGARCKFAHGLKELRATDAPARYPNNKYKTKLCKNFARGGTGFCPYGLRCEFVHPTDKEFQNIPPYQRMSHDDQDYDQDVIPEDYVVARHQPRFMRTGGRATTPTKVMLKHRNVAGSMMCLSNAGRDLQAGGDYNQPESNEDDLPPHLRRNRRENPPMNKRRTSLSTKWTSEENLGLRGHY
Yeast superoxide: lowers age-related superoxide in aged yeast cells | 0.18% of 330,000 active | superoxide response (% of plate mean), % at 10 µM | AID 2690 | S. cerevisiae aged cells, superoxide DHE fluorescence; active compounds read low;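 active means superoxide response under a set limit, about three screen SD below normal, cut at about 65% in these data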;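 further: yeast aged for seven days with compound at 30 °C before DHE staining; 100% = average MFI of all compound-treated wells on the plate with controls excluded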
GRK2 inh: human GRK2 inhibition via aptamer displacement | P25098 | bead flow cytometry, FAM-aptamer displacement from GRK2 | inhibition of aptamer binding, % at 10 µM | 0.59% of 330,000 active | AID 488847;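 active means inhibition of aptamer binding above 40%, roughly 3 SD of noise, on plates passing a quality check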;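 further: median bead fluorescence of bound FAM aptamer so fluorescent compounds give negative values; no value below 0 was filed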
Bcl-xL primary: blocks human Bcl-xL binding to Bim BH3 peptide; inhibition, % at 10.9 µM; GST-Bcl-xL / FITC-Bim BH3 peptide fluorescence polarization; 0.7% of 320,000 active; AID 2129; Q07817;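 active means inhibition above the mean of all tested compounds plus 3 SD, cutoff set per campaign, cut at about 30% in these data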;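 further: 0% = DMSO wells and 100% = unlabeled Bim-BH3 peptide competitor; inhibitors lower millipolarization by displacing the labeled peptide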
Numbers without * were called inactive; x = not tested or not shown.

SMILES,MCL1-BIM inh,CIT2-GFP yeast,GLD-1 TGE inh,AGP1 TOR yeast,VLA-4 inh,MEX-5 binding,Yeast superoxide,GRK2 inh,Bcl-xL primary
CCN(C[C@H]1N[C@@](CC)(C(=O)OC)[C@H]2C(=O)N(C)C(=O)[C@@H]12)C(=O)COC,x,92.9,1.0,106.4,19.4,x,96.4,6.0,x
Cc1ccc(S(=O)(=O)N2CCN(C(=O)CNC(=O)c3ccc(Br)o3)CC2)cc1,-5.0,96.4,1.7,108.9,4.9,1.5,97.0,4.0,3.7
COc1cc(NC(=O)CN2C(=O)C(c3ccccc3)=NC2(C)C)cc(OC)c1,-0.4,136.0,4.3,110.5,-4.4,0.4,80.9,0.0,2.3
Cc1ccc(N(CC(=O)Nc2ccccc2C(=O)NCc2ccco2)S(=O)(=O)c2ccccc2)cc1C,5.0,103.3,7.9,93.4,-15.6,0.9,82.7,0.0,2.7
Cc1noc(C)c1NC(=O)Nc1ccc2c(c1)C(=O)N([C@H](C)CO)C[C@H](C)[C@@H](CN(C)C(=O)Nc1ccc3c(c1)OCO3)O2,x,109.0,8.3,106.4,5.0,x,101.6,3.0,x
CCc1cc(=O)oc2c3c(cc(OCC(=O)NCCCC(=O)O)c12)OC(C)(C)CC3,6.8,91.2,-3.4,86.7,5.8,0.2,97.7,0.0,3.8
Cn1c(=O)c2cn(-c3ccc4c(c3)OCCO4)cc2n(C)c1=O,8.0,94.8,1.5,100.9,-29.8,4.6,112.7,0.0,3.7
CC1(c2ccc(Cl)cc2)NC(=O)CS1 (centres undefined),17.7,106.5,5.3,102.2,8.4,-4.4,110.3,1.0,2.4
Cc1ccc(CCNC(=O)C2CCC(=O)N2Cc2ccc(F)cc2)cc1 (centres undefined),3.3,102.5,4.8,97.5,8.3,1.3,107.0,1.0,7.0
O=S(=O)(Nc1cc(S(=O)(=O)N2CCOCC2)ccc1Cl)c1ccccc1,x,81.8,-4.3,79.8,-1.2,x,114.8,2.0,x
C1CN(CCN2CCOCC2)CCN1,3.8,100.7,5.1,96.4,8.0,-0.3,95.8,0.0,-2.7
O=C(CCl)N(Cc1cc(=O)[nH]c2ccccc12)c1ccccc1,9.4,95.4,-6.8,89.2,11.3,0.2,95.4,2.0,6.5
C[C@H](CO)N1C[C@H](C)[C@@H](CN(C)C(=O)Nc2ccccc2)Oc2ccc(NC(=O)CCN3CCOCC3)cc2C1=O,x,115.2,-0.9,107.8,49.3,x,118.1,1.0,x
COc1cc(/C=C2\C(=O)N(CCC#N)N=C2C)ccc1OCC(=O)Nc1ccccc1,3.2,82.6,0.6,91.5,10.7,1.0,97.2,0.0,6.5
CCCCn1c2ccccc2c2cc(CC(N)=O)ccc21,4.4,87.7,3.2,93.5,15.0,0.5,103.2,2.0,1.4
O=C(c1cccc(N2C(=O)C3CC=CCC3C2=O)c1)N1CCN(c2ccccc2)CC1 (centres undefined),7.3,106.6,9.1,104.4,-1.5,x,81.7,4.0,6.3
CO/N=C/C1CCN(c2ncc(C(F)(F)F)cc2Cl)C1=O (centres undefined),-1.3,101.8,1.8,102.3,2.0,2.4,73.3,4.0,5.0
CCn1c(CC(=O)Nc2ccccc2F)nnc1SCC(=O)N1CCN(c2ccccc2)CC1,4.6,85.1,-0.7,x,-0.4,-1.5,92.1,4.0,-0.2
CCOc1ccc(C=NCC(O)c2ccccc2)cc1 (centres undefined),-0.6,104.2,0.1,101.9,-7.9,0.4,91.3,2.0,2.0
O=C(CSc1ncccn1)Nc1ccc2[nH]c(=O)[nH]c2c1,-8.0,105.5,4.2,108.0,-0.3,0.7,91.4,0.0,-7.7
O=C(Oc1ccc(OC(=O)c2ccco2)c(S(=O)(=O)c2ccc(Br)cc2)c1)c1ccco1,0.1,96.5,4.7,99.6,5.7,-0.2,93.5,3.0,0.3
O=C(NC(=S)Nc1ccccc1F)C1CCCCC1,-3.2,91.7,8.2,90.0,-1.1,-1.4,88.8,0.0,0.1
CS(=O)(=O)NN1C(=O)c2ccccc2NC1c1c[nH]c2ccccc12 (centres undefined),-1.4,105.7,3.7,103.8,-20.0,-0.3,107.0,3.0,8.3
C#CCOCCOCCOCCNc1nc(N2CCN(C(=O)CCCCCCCCCCNC(=O)[C@H](CCCCN)n3cc(CCCC(=O)O)nn3)CC2)nc(N2CCN(C(=O)CCCCCCCCCCNC(=O)[C@@H]([C@H](C)O)n3cc(C)nn3)CC2)n1,-10.8,111.9,-5.0,100.8,11.9,x,102.2,1.0,2.0
O=C(N/N=C/c1cn(-c2ccccc2)nc1-c1cccs1)c1ccncc1,6.4,89.4,8.0,93.1,-0.2,-0.7,99.2,1.0,3.9

Structures listed so far that have an aryl thioether with sulfur outside any ring (two):
SMILES,MCL1-BIM inh,CIT2-GFP yeast,GLD-1 TGE inh,AGP1 TOR yeast,VLA-4 inh,MEX-5 binding,Yeast superoxide,GRK2 inh,Bcl-xL primary
CCn1c(CC(=O)Nc2ccccc2F)nnc1SCC(=O)N1CCN(c2ccccc2)CC1,4.6,85.1,-0.7,x,-0.4,-1.5,92.1,4.0,-0.2
O=C(CSc1ncccn1)Nc1ccc2[nH]c(=O)[nH]c2c1,-8.0,105.5,4.2,108.0,-0.3,0.7,91.4,0.0,-7.7

Back to the main list with the 3 entries that preceded the break.
SMILES,MCL1-BIM inh,CIT2-GFP yeast,GLD-1 TGE inh,AGP1 TOR yeast,VLA-4 inh,MEX-5 binding,Yeast superoxide,GRK2 inh,Bcl-xL primary
CS(=O)(=O)NN1C(=O)c2ccccc2NC1c1c[nH]c2ccccc12 (centres undefined),-1.4,105.7,3.7,103.8,-20.0,-0.3,107.0,3.0,8.3
C#CCOCCOCCOCCNc1nc(N2CCN(C(=O)CCCCCCCCCCNC(=O)[C@H](CCCCN)n3cc(CCCC(=O)O)nn3)CC2)nc(N2CCN(C(=O)CCCCCCCCCCNC(=O)[C@@H]([C@H](C)O)n3cc(C)nn3)CC2)n1,-10.8,111.9,-5.0,100.8,11.9,x,102.2,1.0,2.0
O=C(N/N=C/c1cn(-c2ccccc2)nc1-c1cccs1)c1ccncc1,6.4,89.4,8.0,93.1,-0.2,-0.7,99.2,1.0,3.9
O=Cc1c(NCCCN2CCCC2=O)c2ccccc2[nH]c1=O,-0.8,107.6,16.5,106.4,5.6,0.8,105.5,1.0,5.7
Cc1nnc2sc(-c3ccc(NC(=O)c4ccc(-c5ccc(Cl)cc5Cl)o4)cc3)nn12,-3.1,103.9,-11.2,94.2,-6.5,5.3,99.1,0.0,-2.9
COc1ccc(C(C)=O)c(OC(=O)c2ccc(OC)c(OC)c2)c1,3.8,92.7,-1.8,98.5,17.9,-2.3,104.5,0.0,6.7
CC(C)(OC(=O)c1ccc(F)cc1)c1cc2ccccc2c(=O)o1,0.1,94.4,7.3,102.2,-1.9,x,103.7,2.0,-1.8
COc1cc(/C=N/Nc2nc(C)cc(=O)[nH]2)ccc1OC(=O)c1cccnc1,0.6,111.4,1.4,107.2,18.7,-1.3,95.5,1.0,6.2
Brc1ccc(NC2=Nc3ccccc3CC2)cc1,9.1,90.2,-4.8,99.3,-17.2,-2.5,105.0,3.0,41.0*
O=C(NCCCn1ccnc1)c1cc(Br)c(Br)s1,1.8,100.3,11.4,97.3,15.6,2.4,99.8,0.0,-2.3
CN(C)C(=O)c1c([N+](=O)[O-])c(C(C)(C)C)nn1C,-0.4,109.8,-1.6,103.9,9.5,-0.4,98.0,1.0,-0.4
Cc1nc(C)c(C(=O)NCc2ccccc2Cl)o1,2.6,104.4,-8.1,102.3,9.1,-1.1,129.0,0.0,0.0
O=C1CN(C(=O)COC(=O)CNC(=O)c2ccccc2)c2ccccc2N1,-0.8,97.3,-2.8,104.8,23.6,-0.8,115.5,2.0,8.3
CC(=O)Nc1ccc(C2(c3ccc(NC(C)=O)cc3)C(=O)Nc3ccccc32)cc1,2.9,96.6,6.2,101.1,20.1,-0.8,117.1,4.0,7.0
COc1cccc(CCc2nnc(CCC(=O)NC(C)Cc3cccs3)o2)c1 (centres undefined),-7.8,78.0,-7.7,101.1,8.1,1.0,92.8,4.0,-5.1
COCCCNC(=O)CCc1c(C)c2cc3c(C)coc3cc2oc1=O,-1.3,112.0,1.2,110.2,-1.3,-1.6,99.0,1.0,1.6
c1ccc(-c2nnc(-c3ccncc3)nc2-c2ccccc2)cc1,6.4,92.5,0.0,82.3,1.3,1.2,112.1,3.0,4.0
NS(=O)(=O)c1ccc(Nc2nc3ccccc3nc2NS(=O)(=O)c2cccc([N+](=O)[O-])c2)cc1,6.0,105.6,3.4,107.2,-6.0,-4.3,116.0,1.0,6.3
CCOC(=O)c1ccc(NC(=O)Nc2ccc3c(c2)OCCO3)cc1,0.9,100.0,4.9,97.2,6.3,-1.3,101.5,0.0,-1.8
O=C(NCCN1CCN(c2ccccc2)CC1)C1CCN(S(=O)(=O)c2cccc3nsnc23)CC1,3.6,98.6,0.6,98.5,14.8,-1.6,92.6,1.0,5.2
CN(C)C(=O)Cn1c(=O)n(S(=O)(=O)c2ccccc2)c2ccccc21,8.5,98.2,8.6,100.5,18.3,0.1,81.6,0.0,3.1
CCCC(=O)c1c[nH]c(C(=O)N2CCOCC2)c1,-8.5,96.6,-4.4,95.7,-5.0,-1.1,88.6,3.0,2.2
CN(C)C(CNS(=O)(=O)c1ccc(F)cc1)c1cccnc1 (centres undefined),-3.3,93.7,-0.4,90.5,16.7,-0.8,96.5,1.0,-0.9
O=S(=O)(c1ccc(F)cc1)N1CCN(Cc2ccccc2C(F)(F)F)CC1,6.0,103.1,-1.5,101.7,-8.8,1.5,106.0,0.0,7.8

Profiles from above. Order of values: MCL1-BIM inh | CIT2-GFP yeast | GLD-1 TGE inh | AGP1 TOR yeast | VLA-4 inh | MEX-5 binding | Yeast superoxide | GRK2 inh | Bcl-xL primary
Results for CO/N=C/C1CCN(c2ncc(C(F)(F)F)cc2Cl)C1=O (centres undefined) → -1.3 | 101.8 | 1.8 | 102.3 | 2.0 | 2.4 | 73.3 | 4.0 | 5.0
Results for C#CCOCCOCCOCCNc1nc(N2CCN(C(=O)CCCCCCCCCCNC(=O)[C@H](CCCCN)n3cc(CCCC(=O)O)nn3)CC2)nc(N2CCN(C(=O)CCCCCCCCCCNC(=O)[C@@H]([C@H](C)O)n3cc(C)nn3)CC2)n1 → -10.8 | 111.9 | -5.0 | 100.8 | 11.9 | x | 102.2 | 1.0 | 2.0
Results for O=C(c1cccc(N2C(=O)C3CC=CCC3C2=O)c1)N1CCN(c2ccccc2)CC1 (centres undefined) → 7.3 | 106.6 | 9.1 | 104.4 | -1.5 | x | 81.7 | 4.0 | 6.3
